# Rpn11 block: Rpn11 (PSMD14) deubiquitinase inhibitors, primary screen, biochemical, fluorescence polarization, uHTS; calls only at 20 µM; human 26S proteasome, Ub4-pepOG fluorescence polarization; 20S core pre-blocked with epoxomicin; AID 588493, 2011; 0.59% of 360,000 active;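 active = inhibition at 20 µM, scaled to each plate's controls, above about 33%, limit read from the data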
# Target sequence (O00487 whole entry, looked up): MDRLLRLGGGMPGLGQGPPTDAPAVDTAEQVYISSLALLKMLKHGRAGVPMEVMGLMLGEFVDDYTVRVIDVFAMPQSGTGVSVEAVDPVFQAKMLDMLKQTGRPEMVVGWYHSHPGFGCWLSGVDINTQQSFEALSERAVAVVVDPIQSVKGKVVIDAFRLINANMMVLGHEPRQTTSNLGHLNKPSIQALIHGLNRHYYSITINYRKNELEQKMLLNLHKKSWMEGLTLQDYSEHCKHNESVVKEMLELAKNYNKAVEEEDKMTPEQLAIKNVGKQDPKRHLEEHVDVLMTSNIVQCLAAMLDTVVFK
# Neddylation inh: inhibitors of cullin neddylation, primary screen, biochemical, TR-FRET, uHTS, NAE and Ubc12. 0.58% of 360,000 active. calls only at 25 µM. AID 651699, 2012. NEDD8-conjugating enzyme Ubc12 (Homo sapiens) + NEDD8-activating enzyme E1 regulatory …; in the data active = inhibition above about 36%
# LMPTP block: LMPTP phosphatase inhibitors, primary screen, biochemical, fluorescence intensity, uHTS; 0.22% of 360,000 active; Low molecular weight phosphotyrosine protein phosphatase (Homo sapiens), P24666; inhibition, % at 20 µM; recombinant LMPTP-A, OMFP fluorogenic substrate;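 active = compounds that cut the enzyme signal by at least half of the control window in the single-dose screen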;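 also: plate controls were DMSO wells with enzyme plus substrate for no effect and substrate without enzyme for full effect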
#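 Buffer or medium: Bis-Tris pH 6.0, DTT, detergent; Assay system: LMPTP-A enzyme; Quantity: 0.625 nM enzyme; Detection: endpoint fluorescence intensity; Times: 50 min dark incubation at room temperature; Controls: substrate-only low control, DMSO enzyme-plus-substrate high control; Doses: single 20 µM dose; Read-out: percent inhibition versus substrate-only and uninhibited controls; Reagent: 400 µM OMFP.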
# Scp-1 inhibitor: Scp-1 phosphatase inhibitors, primary screen, biochemical, colorimetric, uHTS. 0.88% of 340,000 active. Recombinant Scp1, phosphopeptide, malachite green phosphate absorbance. Carboxy-terminal domain RNA polymerase II polypeptide A small phosphatase 1 (Homo …. inhibition, % at 20 µM;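 active = inhibition above about 50% at 20 µM, limit read from the data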;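 also: plate controls were DMSO wells with enzyme for no effect and wells lacking enzyme for full effect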
# Target sequence (Q9GZU7 76-261 limits assumed): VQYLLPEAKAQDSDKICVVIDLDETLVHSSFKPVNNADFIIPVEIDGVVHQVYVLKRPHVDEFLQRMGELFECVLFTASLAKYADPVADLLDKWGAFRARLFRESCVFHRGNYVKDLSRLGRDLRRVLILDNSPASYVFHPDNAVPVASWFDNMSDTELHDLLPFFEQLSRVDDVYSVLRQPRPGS
#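 Test system: SCP-1 phosphatase catalytic domain, residues 76-261 | Compound dosing: One concentration, 20 µM, with 1.0% DMSO | Schedule: 45 min room-temperature reaction, 5 min colour, 30 min stabiliser | Detection: Absorbance at 630 nm | Read-out basis: % inhibition of SCP-1 phosphate liberation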
# STEP block: STEP phosphatase inhibitors, primary screen, biochemical, fluorescence intensity, uHTS. 0.25% of 360,000 active. Tyrosine-protein phosphatase non-receptor type 5 (Homo sapiens), P54829. AID 588621, 2011. inhibition, % at 20 µM. recombinant STEP, OMFP fluorogenic substrate;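 active = inhibition at 20 µM, scaled per plate between control wells, above about 37%, limit read from the data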;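 also: 0% = DMSO with enzyme and substrate and 100% = substrate only without enzyme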
#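 medium = Bis-Tris buffer pH 6.0, 2.5 mM DTT, 0.005% Tween 20 | test system = STEP (striatal-enriched tyrosine phosphatase) enzyme, cell-free | measure = normalized % inhibition | compound dosing = 20 µM, 1% DMSO | also added = 25 µM OMFP | schedule = reaction 20 min, ambient temperature | measured by = fluorescence read at 480 nm ex / 540 nm em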
# DNMT1 block: human DNMT1 methyltransferase inhibitors, primary screen, biochemical, molecular beacon, fluorescence, HinP1I cleavage, uHTS; inhibition (reported as % activation of signal), % at 10 µM; 0.83% of 360,000 active; DNA (cytosine-5)-methyltransferase 1 (Homo sapiens), P26358; in the data active = inhibition above about 50%
# NadD inh: inhibitors of S. aureus NadD, primary screen, biochemical, colorimetric, uHTS; Nicotinate-nucleotide adenylyltransferase NadD (Staphylococcus aureus N315); purified NadD enzyme, colorimetric absorbance read-out; inhibition, % at 20 µM; 0.78% of 360,000 active; AID 602399, 2012; in the data active = inhibition above about 26%; also: some compounds past the cut are filed as inactive
# SUMO1-SIM PPI: modulators of SUMO1 protein-protein interactions, primary screen, biochemical, uHTS; Small ubiquitin-related modifier 1 (Homo sapiens), P63165; SUMO1 binding to a labelled peptide, TR-FRET, 1 h; inhibition, % at 20 µM; 0.33% of 360,000 active; AID 602429, 2012; in the data active = inhibition above about 37%
# Target sequence (P63165 whole entry, looked up): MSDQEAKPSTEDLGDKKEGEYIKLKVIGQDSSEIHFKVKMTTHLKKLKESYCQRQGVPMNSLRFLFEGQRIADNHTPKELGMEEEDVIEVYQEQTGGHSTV
# Rin1 Abl inh: inhibitors of Rin1-Abl protein binding, primary screen, biochemical, TR-FRET; inhibition, % at 7.35 µM; 0.4% of 360,000 active; AID 588664, 2011; in the data active = inhibition above about 5%, passing the limit was not always enough
# CSN deneddyl inh: inhibitors of CSN-mediated cullin deneddylation, primary screen, biochemical, fluorescence polarization, uHTS | AID 651999, 2013 | Purified CSN, SCF-Nedd8-OG deneddylation | 0.38% of 360,000 active | COP9 signalosome complex subunit 5 (Homo sapiens), Q92905 | inhibition, % at 12.5 µM;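 active = pattern-corrected inhibition above about 35%, with an unprinted fluorescence ratio check between 0.5 and 1.5, limit read from the data, passing the limit was not always enough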;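 also: 0% = enzyme with substrate and 100% = substrate without enzyme; some results filed as inactive read as strong as hits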
# Target sequence (Q92905 whole entry, looked up, one chain of several): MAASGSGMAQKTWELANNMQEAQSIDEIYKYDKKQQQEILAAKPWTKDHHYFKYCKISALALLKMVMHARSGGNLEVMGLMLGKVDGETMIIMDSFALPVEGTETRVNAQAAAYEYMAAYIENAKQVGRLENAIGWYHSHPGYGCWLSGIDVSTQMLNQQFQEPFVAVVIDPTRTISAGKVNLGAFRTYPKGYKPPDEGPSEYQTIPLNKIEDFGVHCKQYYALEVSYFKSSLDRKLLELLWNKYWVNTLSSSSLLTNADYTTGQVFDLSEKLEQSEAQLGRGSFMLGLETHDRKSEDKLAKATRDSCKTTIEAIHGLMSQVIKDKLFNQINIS
#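 assay system = purified human Csn5 enzyme expressed in HEK293T cells | amount = 0.24 nM enzyme | buffer or medium = Tris/NaCl/DTT buffer, pH 7.5 | reagent = 10 nM SCFSkp2-Nedd8OG | compound = one concentration, 12.5 µM, 0.25% DMSO | times = 90 min reaction at room temperature | signal = FP | read-out basis = % inhibition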
# Numbers without * were called inactive; i = inactive; . = not tested or not shown; & = joins results of further samples.
item	Structure	Rpn11 block	Neddylation inh	LMPTP block	Scp-1 inhibitor	STEP block	DNMT1 block	NadD inh	SUMO1-SIM PPI	Rin1 Abl inh	CSN deneddyl inh
1	COc1ccccc1NCCC(=O)OCC(=O)NC1CCCCC1	i	i	0.2	-10	1	-5	0	-3	1	1
2	CN(C(=O)CSc1nncc2ccccc12)c1ccccc1	i	i	-1.0	0	-2	5	-3	3	1	0
3	COc1ccc(SCCN2CCN(C)CCC2=O)cc1	i	i	-0.7	-2	2	-2	0	3	0	5
4	CC(C)C(=O)N1CCN(c2ccc(NC(=O)c3ccco3)cc2Cl)CC1	i	i	1.2	-8	2	1	-3	0	2	-3
5	CCN(CC)c1ccc(/C=N/NC(=O)c2ccco2)cc1	i	.	0.3	-4	-3	-2	-2	-19	-2	-2
6	Cc1ccc(NC(=O)c2noc3c2CCCCC3)cc1C	i	i	1.3	-5	2	-4	-3	0	6	-2
7	CN(CCCNC(=O)c1ccccc1F)CCCNC(=O)c1ccccc1F	i	i	-0.2	-1	-1	0	-8	0	0	0
8	Cc1nn(C(=O)c2nn(C)cc2[N+](=O)[O-])c(C)c1Cl	i	i	-0.6	-2	-1	-1	3	-6	-2	-3
9	COc1ccc(OCCNc2cc(N3CCOCC3)ccc2[N+](=O)[O-])cc1	i	i	4.0	-15	11	-9	-5	-33	-7	1
10	Cc1cccc(C)c1OCC(=O)NC(Cc1c[nH]c2ccccc12)C(=O)O (configuration not stated)	i	i	3.2	1	2	2	1	0	4	-13
11	CC(C)(C)c1ccc(C2(C)NC(=O)N(CC(=O)NCc3cccs3)C2=O)cc1 (configuration not stated)	i	i	0.4	-12	1	-3	-4	5	2	3
12	Cc1nnc(NC(=O)CCSCCC(=O)Nc2nnc(C)s2)s1	i	i	1.1	82*	0	32	13	28	-2	7
13	CCOC(=O)CN=C/C(C(C)=O)=C(/C)O	i	i	0.3	-12	0	2	-7	-2	-2	5
14	COc1ccc(C(=O)c2ccccc2)cc1Br	i	i	1.7	-6	-2	1	-3	1	-2	-2
15	O=C(Cn1cnc2ccccc2c1=O)NCCC(=O)Nc1ccc2c(c1)OCCO2	i	i	-1.4	-2	1	2	-5	2	-1	3
16	CCN1CCN(C(C)C(=O)Nc2c(C)n(C)n(-c3ccccc3)c2=O)CC1 (configuration not stated)	i	i	-2.5	-5	0	-4	8	1	-1	-2
17	O=C1C2C(C(=O)N1/N=C/c1ccc([N+](=O)[O-])o1)C1C=CC2C12CC2 (configuration not stated)	i	i	-0.3	-2	2	-1	0	-14	1	-4
18	O=C(N[C@@H](Cc1ccccc1)C(=O)OCc1ccccc1)c1nc[nH]c1C(=O)N1CCNCC1	i	i	-4.4	-5	0	4	5	-2	1	-3
19	CCCn1c(N)c(C(=O)CSc2ncc(C(F)(F)F)cc2Cl)c(=O)[nH]c1=O	i	i	1.1	-5	0	2	-10	1	1	-1
20	C/C(=N/NS(=O)(=O)c1ccc(F)cc1)c1ccc(NC(=O)c2ccc(C)o2)cc1	i	i	-1.0	-16	2	-1	-4	0	1	2
21	NNC(=O)c1ccc(COc2ccc3c(c2)CCC3)o1	i	i	-0.1	-5	0	-1	4	0	-2	3
22	COc1ccc(C(=O)NNC(=O)C2CCCN(C3CC(=O)N(c4ccccc4)C3=O)C2)cc1 (configuration not stated)	i	i	-2.5	-11	1	0	-3	2	2	-5
23	Cc1nn(Cc2ccc(C(=O)N3N=C(C(F)F)CC3(O)C(F)F)cc2)c(C)c1[N+](=O)[O-] (configuration not stated)	i	i	-0.2	-6	1	-2	-3	8	-4	1
24	Cc1ccc(-n2c(C)c(C)c3c(NCCN(C)C)ncnc32)cc1	i	i	1.0	-4	2	1	-9	7	1	2
25	O=C(CCNS(=O)(=O)c1ccccc1)OCC(=O)c1ccc[nH]1	i	i	5.2	2	-1	-9	2	3	0	-1

# The list goes on, starting with the last three of the part before.
item	Structure	Rpn11 block	Neddylation inh	LMPTP block	Scp-1 inhibitor	STEP block	DNMT1 block	NadD inh	SUMO1-SIM PPI	Rin1 Abl inh	CSN deneddyl inh
23	Cc1nn(Cc2ccc(C(=O)N3N=C(C(F)F)CC3(O)C(F)F)cc2)c(C)c1[N+](=O)[O-] (configuration not stated)	i	i	-0.2	-6	1	-2	-3	8	-4	1
24	Cc1ccc(-n2c(C)c(C)c3c(NCCN(C)C)ncnc32)cc1	i	i	1.0	-4	2	1	-9	7	1	2
25	O=C(CCNS(=O)(=O)c1ccccc1)OCC(=O)c1ccc[nH]1	i	i	5.2	2	-1	-9	2	3	0	-1
26	O=C1CCCc2c1nc(-c1ccccc1F)n2O	i	.	-2.6	-4	0	2	0	-5	-5	-1
27	CCOc1ccccc1NC(=O)Cn1c(C)cc(COC)c(C#N)c1=O	i	i	-2.8	-1	-3	3	-4	0	1	3
28	Cc1cc(NC(=O)COc2ccccc2C(N)=O)no1	i	i	0.7	-4	0	16	-3	2	-1	-4
29	Cc1ccc(Cl)cc1N1CCN(C(=O)c2ccc(NC3=NC4CS(=O)(=O)CC4S3)cc2)CC1 (configuration not stated)	i	i	-0.3	-11	-3	-2	16	10	2	-1
30	CCn1cc(/C=C(\NC(=O)c2ccccc2)C(=O)NCCCN2CCOCC2)c2ccccc21	i	i	-1.6	-7	-1	6	2	-9	-4	2
31	COc1ccccc1-n1c([S-])c(C(=O)Nc2ccccc2C(F)(F)F)[n+]2ccc(C(=O)NCCO)cc12	i	i	0.9	1	-1	1	-5	-18	4	-11
32	CCC(C(=O)OC)n1cnc2c(nnn2-c2cccc(OC)c2)c1=O (configuration not stated)	i	i	-0.1	-10	-1	0	-8	4	1	-4
33	CCOC(=O)C1=C(C)Nc2nc(C)nn2C1c1ccc(OC)c(OC)c1 (configuration not stated)	i	i	-1.2	0	-2	0	-4	7	-7	-5
34	Cc1ccc(-c2cc(C(F)F)n3ncc(C(=O)N4CCN5CCCC5C4)c3n2)cc1 (configuration not stated)	i	.	-0.1	3	0	-2	6	-20	-1	2
35	CCOCCn1c(SCc2c(F)cccc2Cl)nc2c1c(=O)[nH]c(=O)n2C	i	i	-0.6	6	-1	5	8	1	2	-2
36	O=C1Nc2ccc([N+](=O)[O-])cc2C1(O)N1CCCCCC1 (configuration not stated)	i	i	-0.9	-1	-1	-2	-2	-15	0	5
37	COCCCNC(=O)CN(CCc1ccccc1)S(=O)(=O)c1ccccc1	i	i	-0.6	-9	-4	3	-2	3	1	-9
38	C[C@H]1CN([C@@H](C)CO)S(=O)(=O)c2ccc(Br)cc2O[C@H]1CN(C)C(=O)Cc1ccccc1	i	i	-1.2	.	-2	1	2	7	3	2
39	O=C(Nc1ccc(C(=O)O)cc1)/C(=C\c1ccccc1)NC(=O)c1ccccc1	i	i	-1.0	2	0	0	-2	-6	1	-2
40	COc1ccc(C(CC(=O)N2CCCC2)C(C)C)cc1 (configuration not stated)	i	i	0.4	11	-1	4	-3	-4	2	4
41	COc1ccccc1Nc1nc(C)nc2c1oc1ccccc12	i	.	2.0	1	1	-1	-2	7	0	2
42	Cc1sc(NC(=O)c2ccco2)c(C(c2cccnc2)N2CCC(C)CC2)c1C (configuration not stated)	i	.	8.5	-8	-1	-14	5	-3	0	-1
43	O=[N+]([O-])c1ccc(COP(=O)(O)OCc2ccc([N+](=O)[O-])cc2)cc1	i	i	-0.3&-0.8	-5	2&0	0&-2	-7&1	-12&-19	1&3	-3&-6
44	C=CCNC(=O)NC(=O)COC(=O)/C(C#N)=C/c1cc(C)n(CCC(C)C)c1C	i	.	1.8	-8	3	-2	-7	-2	2	-10
45	Cc1ccc(Sc2ccc(NC(=O)c3ccc(F)cc3)cc2C#N)cc1	i	i	2.0	.	-1	-10	-1	-4	0	3
46	Cc1ccccc1-n1nc2c(c1NC(=O)c1cccc(F)c1)CS(=O)C2 (configuration not stated)	i	i	0.1	-2	0	0	-1	2	0	6
47	CCOCCn1c(N(C)Cc2ccccc2)nc2c1c(=O)[nH]c(=O)n2C	i	i	-0.8	-4	-1	-1	-4	2	4	-2
48	O=C(CSCc1ccccc1)NC1CCSC1=O (configuration not stated)	i	i	-0.3	9	3	2	-10	-5	1	5
49	CN[C@@H](CO)C(=O)NC[C@H]1O[C@@H](n2cc(C)c(=O)[nH]c2=O)C[C@@H]1O	i	i	-2.0	.	-2	4	0	0	-3	6
50	CC(=O)OCC1=C(C(=O)O)N2C(=O)C(NC(=O)C(C)Cn3nc(C)c(Cl)c3C)C2SC1 (configuration not stated)	i	i	0.6	53*	1	24	3	3	-1	11
51	O=C(NCCO)c1ccc2[nH]c3c(c2c1)CCCC3	i	i	-1.6	-8	2	-13	1	0	0	-2

# Four entries from above, with values under each structure.
# Order of values: Rpn11 block	Neddylation inh	LMPTP block	Scp-1 inhibitor	STEP block	DNMT1 block	NadD inh	SUMO1-SIM PPI	Rin1 Abl inh	CSN deneddyl inh
39: O=C(Nc1ccc(C(=O)O)cc1)/C(=C\c1ccccc1)NC(=O)c1ccccc1
    i	i	-1.0	2	0	0	-2	-6	1	-2
17: O=C1C2C(C(=O)N1/N=C/c1ccc([N+](=O)[O-])o1)C1C=CC2C12CC2 (configuration not stated)
    i	i	-0.3	-2	2	-1	0	-14	1	-4
38: C[C@H]1CN([C@@H](C)CO)S(=O)(=O)c2ccc(Br)cc2O[C@H]1CN(C)C(=O)Cc1ccccc1
    i	i	-1.2	.	-2	1	2	7	3	2
45: Cc1ccc(Sc2ccc(NC(=O)c3ccc(F)cc3)cc2C#N)cc1
    i	i	2.0	.	-1	-10	-1	-4	0	3

# Rows are unselected; any-hit rate near 3.8%.
